Compound activity deposited in PubChem BioAssay by several laboratories.
Mtb FBA inh: inhibitors of M. tuberculosis fructose-bisphosphate aldolase; AID 588726; inhibition, % at 1 µM; actives 2.3% (n = 360,000); purified M. tuberculosis FBA, fluorescence read-out; in the data active = inhibition above about 27%;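 note: 0% = vehicle and 100% = reference inhibitor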
Target sequence (P9WQA3 whole entry, looked up): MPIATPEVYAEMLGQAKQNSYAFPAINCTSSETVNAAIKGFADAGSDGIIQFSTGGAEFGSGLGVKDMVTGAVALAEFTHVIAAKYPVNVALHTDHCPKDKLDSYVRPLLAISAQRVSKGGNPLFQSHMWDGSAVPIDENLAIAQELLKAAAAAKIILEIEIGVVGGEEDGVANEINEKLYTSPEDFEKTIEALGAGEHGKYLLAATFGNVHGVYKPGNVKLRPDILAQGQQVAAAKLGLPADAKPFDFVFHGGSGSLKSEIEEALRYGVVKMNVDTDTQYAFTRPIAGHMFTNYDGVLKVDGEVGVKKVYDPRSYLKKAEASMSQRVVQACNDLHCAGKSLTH
FadD28 FP inh: blocks FadD28 binding to the bisubstrate probe | fluorescence polarization | inhibition, % at 12.5 µM | actives 0.22% (n = 360,000) | AID 588549; in the data active = inhibition above about 8.5%, passing the limit was not always enough; inconclusive = no clear call, values can overlap the other calls
Rv3671c inh: inhibits the M. tuberculosis serine protease Rv3671c | P9WHR9 | inhibition, % at 5.96 µM | actives 0.048% (n = 320,000) | AID 2606; in the data active = inhibition above about 38%;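 note: extracellular domain of Rv3671c used as enzyme; 0% = enzyme with DMSO and 100% = no enzyme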
Mtb UGM inh: blocks M. tuberculosis UGM enzyme; AID 504406; purified UGM, fluorescence polarization probe displacement; inhibition, % at 10 µM; P9WIQ1; actives 0.06% (n = 320,000); in the data active = inhibition above about 10%, passing the limit was not always enough; inconclusive = no clear call, values can overlap the other calls
CCHFV vOTU inh: blocks the CCHF virus ovarian tumor domain protease. CCHFV vOTU protease, Pep-AMC fluorescence. inhibition, % at 11.5 µM. actives 0.55% (n = 370,000). AID 651958; note: 0% = vehicle wells with enzyme and 100% = no enzyme wells
Mtb BioA inh: blocks M. tuberculosis BioA enzyme activity; purified M. tuberculosis BioA enzyme, plate reader; inhibition, % at 9.99 µM; actives 0.096% (n = 360,000); in the data active = inhibition above about 40%; inconclusive = no clear call, values can overlap the other calls
GDH-TPI inh: counter-screen for M. tuberculosis FBA inhibitors: GDH-TPI coupled enzymes. GDH-TPI coupled enzyme counterscreen, NADH absorbance. inhibition, % at 4.8 µM. actives 1.2% (n = 360,000). AID 588335;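 note: 0% = DMSO wells and 100% = wells lacking the enzyme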
VHR inh abs: inhibitors of human VHR1 phosphatase (DUSP3). recombinant VHR phosphatase, pNPP absorbance. inhibition, % at 13.3 µM. actives 0.52% (n = 290,000). AID 1654; in the data active = inhibition above about 50%; note: some compounds called inactive have numbers as strong as hits
Target sequence (P51452 whole entry, looked up): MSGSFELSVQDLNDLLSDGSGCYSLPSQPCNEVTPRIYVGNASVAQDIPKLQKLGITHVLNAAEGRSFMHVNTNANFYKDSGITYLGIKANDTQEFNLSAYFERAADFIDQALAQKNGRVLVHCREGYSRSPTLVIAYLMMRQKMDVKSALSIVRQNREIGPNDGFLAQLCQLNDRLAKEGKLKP
BoNT F protease: inhibitors of Botulinum neurotoxin F light chain protease. Multiplex microsphere protease cleavage assay, flow cytometry. inhibition, % at 10 µM. actives 0.22% (n = 360,000). AID 588497; in the data active = inhibition above about 35%, passing the limit was not always enough; inconclusive = no clear call, values can overlap the other calls; note: plate controls were buffer without enzyme for full effect and enzyme alone for no effect
MazEF act: activators of E. coli MazEF toxin-antitoxin RNase. FAM/BHQ RNA-DNA oligo cleavage fluorescence, 5 h. P0AE70. actives 0.32% (n = 350,000). AID 504720. activation, % at 20 µM; in the data active = activation above about 50%
Target sequence (P0AE70 whole entry, looked up): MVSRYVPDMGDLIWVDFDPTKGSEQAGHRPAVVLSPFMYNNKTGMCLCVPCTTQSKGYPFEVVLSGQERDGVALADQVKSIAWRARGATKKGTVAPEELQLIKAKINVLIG
Starred values were filed as active, the others as inactive; ? = inconclusive; . = no result given; + = active, no number. Cut-off read from the data, not from the text of the source, unless noted: active = inhibition above about 30%; inactive = the rest.

cpd	molecule	CCHFV vOTU inh	Rv3671c inh	Mtb FBA inh	Mtb BioA inh	GDH-TPI inh	VHR inh abs	Mtb UGM inh	BoNT F protease	FadD28 FP inh	MazEF act
1	O=C(CSc1ccc2c(c1)OCCO2)Nc1ccc(Cl)cn1	1	5	3	0.4	-2	17	0.1	-5	-0.9	-2
2	O=C(CN1CCN(Cc2cccc(C(F)(F)F)c2)CC1)NCC(=O)Nc1ccc(F)c(F)c1F	22	.	0	-0.2	-1	.	.	-2	-0.2	4
3	Cc1ccc(SCCNS(=O)(=O)c2ccc3c(c2)OCCO3)cc1	13	-14	4	-1.0	5	31	0.2	10	-2.3	-5
4	COc1cc2c(cc1NC(=O)COC(=O)/C=C/c1ccc([N+](=O)[O-])cc1)oc1ccccc12	-12	-6	5	-3.4	15	26	-0.1	2	-1.2	-2
5	CCOc1cccc(-c2nnc(SCC(=O)NC3CC3)n2C)c1	10	2	-5	0.0	-6	24	4.2	17	-4.4	5
6	CC(C)Cn1c(N)c(C(=O)COC(=O)c2cc(C3CC3)nc3ccccc23)c(=O)n(C)c1=O	8	-93	.	.	.	1	2.4	.	.	-14
7	c1ccc(-n2nnnc2-c2cnc(-c3cccnc3)nc2-c2cccs2)cc1	19	-10	7	2.3	15	20	-4.7	-14	-8.5	6
8	N#Cc1nc(-c2ccco2)oc1NCCc1ccccc1	-2	-1	41*	0.7	20	-13	-1.2	-1	0.8	6
9	Cc1ccc(NS(=O)(=O)c2ccccc2F)cc1S(=O)(=O)N1CCCCC1	-7	4	-4	0.1	1	.	.	-8	-1.5	6
10	Cc1ccc(C)c(NC(=O)CSc2nnc(CNC(=O)c3ccco3)o2)c1	7	7	0	0.4	9	18	2.5	8	0.1	-10
11	COc1ccc(N2C(=O)NC3CC2(C)Oc2ccccc23)cc1OC (configuration not stated)	7	-2	8	-0.3	-3	19	-1.1	?	-0.7	-3
12	CN(Cc1ccccc1)C(=O)COC(=O)C1=NNC(=O)CC1	-13	1	2	.	2	-8	1.4	-5	-3.3	-6
13	Cc1ccc(S(=O)(=O)NCCOc2nc(N(C)C)nc(N3CCOCC3)n2)cc1	-13	-3	1	-1.2	-4	-8	0.2	-5	0.2	-10
14	CCOc1cc(CNc2ccc3[nH]c(=O)[nH]c3c2)ccc1OCC(=O)NC(C)(C)C	3	8	8	-0.4	9	6	-1.9	6	0.0	5
15	Cc1cccc(N=C2NC(=O)S/C2=C\c2ccco2)c1	17	-4	-2	.	22	0	0.6	-8	-1.4	18
16	O=c1c2ccccc2nc(/C=C/c2ccc3c(c2)OCO3)n1-c1ccccc1	1	2	-4	-0.8	8	16	-2.6	-4	-2.4	4
17	C=COCCn1c(=N)n(CCC)c2ccccc21	6	-5	-1	0.5	-1	15	3.2	2	-4.6	9
18	CCCc1nnc(NC(=O)C(=O)NCCN(C)C)s1	-17	.	2	-1.0	31*	-20	.	.	0.7	7
19	COc1ccc(CCNC(=O)c2nnn(CC(=O)Nc3ccc(C)cc3C)c2N)cc1OC	15	-16	-1	-1.2	-3	-2	2.4	-2	-2.6	6
20	CC(C)(C)Cc1c(-c2ccc(C#N)cc2)nc2c(Cl)cc(C(F)(F)F)cn12	1	.	-4	-0.1	.	.	.	-14	-4.8	.
21	C/C(=N\OC(=O)c1ccc(Br)cc1)c1ccccn1	6	4	9	.	31*	11	0.7	1	1.6	-3
22	Cc1ccccc1-c1cc(C(=O)Nc2nc3c(s2)CCCC3)c2ccccc2n1	11	-18	1	-0.7	-5	12	0.4	-19	-4.4	1
23	Cc1cccc(NC(=O)c2ccc3c(c2)CCN3S(C)(=O)=O)c1C	-6	5	3	-1.5	-3	-12	0.3	10	-3.5	8
24	COc1ccc(-c2ccc3[nH]c4c(c3c2)CCN2C(=O)[C@@H]([C@H](C)O)[C@@H](N(C)C(=O)Nc3ccc(F)cc3)C[C@@H]42)cc1	-12	.	10	0.8	5	.	.	-6	-1.1	-11
25	CCN(CC)P(=O)(C(NC(=O)OC)C(F)(F)C(F)(F)C(F)(F)C(F)F)N(CC)CC (configuration not stated)	20	18	0	1.9	4	-13	-2.0	13	-4.7	4
26	COc1ccc(/C=C/C(=O)C2CC2)cc1COc1cccc(C)c1C	1	-12	2	-1.9	5	5	2.5	4	-0.1	-4
27	CC(C)(C)c1cc(C(=O)N/N=C/c2ccc([N+](=O)[O-])s2)n[nH]1	12	-5	0	-0.8	21	4	-0.8	-24	-0.9	2
28	CCOc1ccc(-n2nc3ccc(NC(=O)CC)cc3n2)cc1	-116	.	+	-0.2	8	16	-1.1	-8	1.1	-1
29	Nc1nc(F)cc(N2CCCCCC2)n1	-1	3	2	.	2	25	-3.3	-4	-3.5	5
30	O=C(COc1cccc(C(F)(F)F)c1)NCC(c1ccco1)N1CCCC1 (configuration not stated)	-7	-4	-2	-0.7	2	.	0.3	-16	-2.1	2
31	CN(C)c1ccc(C=C2C=C(c3ccccc3)OC2=O)cc1	2	.	-1	-3.2	6	.	.	-8	-0.2	-14
32	COC(=O)c1nn(-c2ccccc2)c(Cl)c1/C=N/OCc1c(Cl)cccc1Cl	-1	1	0	-1.2	12	.	1.6	8	0.4	-5
33	O=C(CNC(=O)c1ccccc1Br)N/N=C/c1ccccc1O	-3	-3	5	.	9	3	-0.8	4	-3.9	0
34	O=C(NCc1ccc(F)cc1)C1CCCN(S(=O)(=O)c2ccc(-n3cnnn3)cc2)C1 (configuration not stated)	-1	-12	2	-0.3	-6	-2	3.6	-3	-2.3	10
35	CN(C(=O)CSc1nc(O)cc(=O)n1-c1ccccc1F)c1ccccc1	24	0	0	0.2	-5	20	-0.1	0	-0.3	0
36	CCN(CC(=O)NC(=O)NCc1ccco1)Cc1nc2ccccc2c(=O)[nH]1	8	4	2	-1.7	8	2	-0.6	13	-1.8	8
37	O=C(CNC(=O)N1CC(=O)Nc2ccccc21)Nc1ccc(Cl)cc1	14	3	-2	-0.2	-4	-4	-2.1	-4	0.3	9
38	CCOc1cccc(C2C(C(=O)c3ccco3)=C(O)C(=O)N2Cc2ccncc2)c1 (configuration not stated)	10	-4	5	-1.4	10	6	0.5	8	-2.3	-3
39	O=C1CC(c2ccccc2)NN1 (configuration not stated)	-2	-9	2	-0.3	0	.	-3.0	0	-0.3	4
40	O=C(CSc1ccccc1)Nc1nnc(/C=C/c2ccccc2)s1	-14	3	17	.	22	35	5.1	-16	-0.6	9
41	CCC(=O)c1ccc(OCC(=O)NCCC2=CCCCC2)c(OC)c1	8	-4	1	0.5	7	6	0.0	2	-0.4	4
42	O=C1[C@@H]2Cc3c([nH]c4ccccc34)C(c3ccccc3)N2C(=O)CN1C1CCN(Cc2ccccc2)CC1 (some centres not stated)	-11	1	2	-2.0	2	0	-0.6	-2	.	-7
43	O=C(O)CC12CC3CC(C1)CC(n1ncc(NCc4ccc(F)cc4Cl)c(Cl)c1=O)(C3)C2	2	0	1	.	4	7	1.5	-7	-3.2	-6
44	CCC(=O)Nc1ccccc1C(=O)N1CCOCC1	0	5	-11	1.5	-11	29	1.9	-7	-3.9	4
45	O=C(CS(=O)(=O)c1ccccc1)NC1CCCCC1	-10	2	4	-0.8	1	21	1.6	-2	-2.6	11
46	CCN(CC)CCOC(=O)c1ccc2c(c1)OCCO2	16	6	0	-0.5	-2	-18	-0.7	1	-2.2	-2
47	O=C(NCC1COc2ccccc2O1)c1ccc(NC(=O)C(c2ccccc2)c2ccccc2)cc1 (configuration not stated)	5	-54	3	-0.5	-5	-14	0.3	1	-5.9	22
48	CC12CCC(C/C1=N\OC(=O)c1ccc(F)cc1)C2(C)C (configuration not stated)	-5	6	2	1.1	3	33	-3.2	-4	-3.5	0
49	Cc1nn(CC(=O)Nc2cccc(S(N)(=O)=O)c2)c(C)c1[N+](=O)[O-]	8	-14	-1	-0.4	9	-4	0.1	-1	-1.0	4
50	COc1cc(NS(=O)(=O)N2CCCC2)cc(OC)c1OC	-12	7	-1	-0.6	6	-4	0.7	-10	-1.1	-1
51	O=C(N/N=C/c1ccccc1)c1cc(-c2ccc3c(c2)OCO3)n[nH]1	-12	2	3	-0.4	5	13	-0.1	0	-4.0	12
52	Cc1cc(C)c2c(N)c(C(=O)Nc3c(C)n(C)n(-c4ccccc4)c3=O)sc2n1	-1	-1	2	1.4	21	27	1.0	-3	1.8	-7
53	CN(CCOc1ccccc1)C(=O)c1ccc(Cl)c(S(=O)(=O)N2CCCCC2)c1	17	-1	6	-0.3	-4	.	-0.2	.	-0.8	-1
54	CCC(C)(C)NC(=O)CN(C(=O)CCC(=O)Nc1ccccn1)c1ccc2c(c1)OCO2	-5	5	0	.	0	11	0.1	-11	-1.3	8
55	Cc1c(OC(C)C(=O)NCc2ccncc2)ccc2c3c(c(=O)oc12)CCC3 (configuration not stated)	-46	2	73*	38	12	2	0.4	20	-1.4	12
56	OC(CN1CCOCC1)Cn1cnc2ccccc21 (configuration not stated)	-17	1	2	1.3	6	28	-2.6	-9	.	6
57	CCOc1cc(N2CCOCC2)c(OCC)cc1NC(=O)c1ccc(OC)c(S(=O)(=O)N2CCOCC2)c1	1	2	-2	.	-5	.	0.6	-3	-4.9	-2
58	CNC(=O)c1c(NC(=O)CS(=O)(=O)c2ccc(Cl)cc2)sc(C)c1C	-4	0	-3	0.0	-1	.	.	-10	-3.7	-9
59	Cc1ccc(/C=C(\NC(=O)c2ccc(C)cc2)C(=O)NCCCn2ccnc2)cc1	0	-5	1	0.9	3	26	0.4	-2	-0.8	-3

Copied from above: compounds 58–59
cpd	molecule	CCHFV vOTU inh	Rv3671c inh	Mtb FBA inh	Mtb BioA inh	GDH-TPI inh	VHR inh abs	Mtb UGM inh	BoNT F protease	FadD28 FP inh	MazEF act
58	CNC(=O)c1c(NC(=O)CS(=O)(=O)c2ccc(Cl)cc2)sc(C)c1C	-4	0	-3	0.0	-1	.	.	-10	-3.7	-9
59	Cc1ccc(/C=C(\NC(=O)c2ccc(C)cc2)C(=O)NCCCn2ccnc2)cc1	0	-5	1	0.9	3	26	0.4	-2	-0.8	-3

This is a random part of the collection; 4.9% or so of the library scored in one or more.
